TSHR antagonist: blocks TSH signaling through the human TSH receptor; P16473; TSHR-expressing cells, TSH-stimulated cAMP HTRF, 2 h; stronger effect = lower value; activity change, negative = inhibition, % at 11.5 µM; actives 0.2% (n = 330,000); AID 504810;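 active means activity change below a set negative limit, meaning inhibition stronger than a set level, cut at about -70% in these data; inconclusive means activity change between two set negative limits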; further: on the % scale 0 is the no-effect control and ±100 the full control effect
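Read-out is FRET at 665 nm (cryptate excitation 337 nm) from a cryptate-tagged anti-cAMP antibody, competed by cell cAMP against cAMP-d2. Compounds are tested on freshly harvested TSHR cells challenged with 4nM TSH (EC80) for 2 hours at 37 deg C.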
USP2a block: inhibitors of human ubiquitin-specific protease USP2a; O75604; USP2 core, Ub-CHOP2 coupled fluorogenic reporter, 485/531; actives 0.01% (n = 330,000); Potency, µM (highest dose often 38.3 µM), for the others: top-dose activity change, negative = inhibition, hits mostly inhibitors;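 further: potency means the concentration at half of the fitted maximal effect; plate controls were DMSO wells for no effect and full inhibition by NEM control for full effect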
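Deubiquitinase activity read as fluorescence (485/531 nm) after Ub-CHOP2 cleavage activates the enterokinase reporter on its substrate; USP2 core 10nM, Ub-CHOP2 and substrate 25nM each, 30min compound preincubation then 60min RT; data normalized to NEM, curves fitted.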
Chronic BCR inh: inhibitors of chronic active B-cell receptor signaling; ABC-DLBCL IkBa-CBG/CBR reporter, luminescence ratio, 4 h; Potency, µM (series often up to 46.1 µM), for the others: top-dose ratio change, negative = lower green/red ratio, actives largely listed as inhibitors; actives 0.05% (n = 340,000); AID 493014; active means well fitted inhibition curve with a large enough effect in the signal ratio, with a control signal flat, not every such curve was filed as active; inconclusive means small, poorly fitted or top-dose-only effect, or effect the other way, or a change in a side signal; the % refers to the signal ratio;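 further: potency means the concentration at half of the fitted maximal effect; plate controls were basal doxycycline-induced cells for no effect and cells given 10 µM MG132 for full effect; MG132 reads +100%, hits lower the ratio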
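Cell line TMD8 (human ABC DLBCL), stably expressing tet-inducible CBG68-IkBa fusion and CBR; IMDM/0.5% FBS; cpd up to 46 uM; dox induction, 4 h, 37C/5% CO2; dual luminescence; green/red ratio; MG132 control.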
GALK inh: galactokinase (human) inhibition; P51570; Purified GALK, Kinase-Glo residual ATP luminescence; Potency, µM (series often up to 57.5 µM), inactives show at the highest dose activity change, negative = inhibition, actives largely listed as inhibitors; actives 0.007% (n = 270,000); AID 1868; further: potency means the concentration at half of the fitted maximal effect; on the % scale 0 is the no-effect control and ±100 the full control effect
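GALK at 5 nM final was combined with compound, 35 uM ATP and 100 uM galactose in HEPES pH8.0 with MgCl2 and DTT. The reaction ran one hour at room temperature before luminescent ATP detection.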
Mito fusion act: inhibitors of mitochondrial division or activators of mitochondrial fusion. S. cerevisiae fusion-defective mutant growth rescue, CellTiterGlo 48 h. Potency, µM (series often up to 46.1 µM), for the others: top-dose growth rescue (activation), hits mostly activators. actives 0.23% (n = 320,000);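 further: potency means the concentration at half of the fitted maximal effect; % of control where 0% means no effect; nearly all actives have a fitted effect of over 45% in size; temperature-sensitive fusion mutants such as fzo1-1 at 37 °C on non-fermentable ethanol glycerol medium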
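S. cerevisiae fusion-defective temperature-sensitive mutants (e.g. fzo1-1, mgm1-5) grown 48 h at 37C in YPEG (ethanol/glycerol non-fermentable) medium with 23 nl compound per well; growth rescue read as CellTiterGlo luminescence.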
Menin-MLL TR inh: menin-MLL binding inhibition, Texas Red mutant peptide. O00255. Menin + Texas Red MLL mutant peptide, fluorescence polarization. Potency, µM (series often up to 61.6 µM), without a hit: top-dose FP activity change, negative = inhibition, hits mostly inhibitors. actives 0.23% (n = 270,000). AID 1768; active means well fitted inhibition curve with a large enough effect in the polarisation, with a control signal flat, not every such curve was filed as active; inconclusive means small, poorly fitted or top-dose-only effect, or effect the other way, or a change in a side signal; inactive means no such curve, though single readings can be large or run the other way; the % refers to the polarisation; further: potency means the concentration at half of the fitted maximal effect; % of control where 0% means no effect; many of its hits are not listed in these tables
hERG WT inh: KCNH2 (human, wildtype) channel inhibition; Q12809; U2OS, BacMam KCNH2, thallium flux FluxOr; stronger effect = lower value; activity change, % at 1.84 µM; actives 0.37% (n = 340,000); AID 720551;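 active means maximum activity change below -70%; inconclusive means maximum activity change between -70% and -50%; inactive means maximum activity change above -50%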; further: on the % scale 0 is the no-effect control and ±100 the full control effect
Target sequence (Q12809 whole entry, looked up): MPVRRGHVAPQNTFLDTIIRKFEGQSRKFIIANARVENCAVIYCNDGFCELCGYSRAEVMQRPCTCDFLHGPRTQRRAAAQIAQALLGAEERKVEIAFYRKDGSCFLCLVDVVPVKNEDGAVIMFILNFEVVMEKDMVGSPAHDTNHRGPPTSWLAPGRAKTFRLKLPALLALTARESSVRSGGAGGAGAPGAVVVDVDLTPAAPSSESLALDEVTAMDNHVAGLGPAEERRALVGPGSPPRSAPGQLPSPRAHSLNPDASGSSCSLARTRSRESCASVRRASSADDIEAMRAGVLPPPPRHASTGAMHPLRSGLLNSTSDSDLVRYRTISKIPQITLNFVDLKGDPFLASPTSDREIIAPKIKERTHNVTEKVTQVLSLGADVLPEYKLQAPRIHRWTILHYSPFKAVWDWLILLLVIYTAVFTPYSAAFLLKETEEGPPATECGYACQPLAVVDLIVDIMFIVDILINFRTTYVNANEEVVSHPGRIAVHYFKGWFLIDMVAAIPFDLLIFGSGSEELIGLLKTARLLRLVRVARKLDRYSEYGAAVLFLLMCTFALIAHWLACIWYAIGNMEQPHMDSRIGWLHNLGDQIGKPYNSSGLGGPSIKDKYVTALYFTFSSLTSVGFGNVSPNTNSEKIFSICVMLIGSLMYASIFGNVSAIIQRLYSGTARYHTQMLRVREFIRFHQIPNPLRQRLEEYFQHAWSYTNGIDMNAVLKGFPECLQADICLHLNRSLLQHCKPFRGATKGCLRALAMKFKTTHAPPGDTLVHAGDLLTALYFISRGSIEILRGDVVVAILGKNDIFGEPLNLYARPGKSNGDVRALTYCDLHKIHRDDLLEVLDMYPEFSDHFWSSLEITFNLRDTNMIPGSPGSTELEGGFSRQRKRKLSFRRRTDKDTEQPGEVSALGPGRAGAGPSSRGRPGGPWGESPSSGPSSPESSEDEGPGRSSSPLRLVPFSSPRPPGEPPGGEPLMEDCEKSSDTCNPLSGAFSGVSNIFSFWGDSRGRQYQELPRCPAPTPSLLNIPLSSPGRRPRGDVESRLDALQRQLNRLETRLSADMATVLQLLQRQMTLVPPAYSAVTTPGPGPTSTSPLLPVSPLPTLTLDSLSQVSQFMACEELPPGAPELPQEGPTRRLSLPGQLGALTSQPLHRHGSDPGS
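U2OS cells were transduced with wild-type KCNH2 virus (2.03 x 10^8 / mL) for 4 h at room temperature, then cultured overnight at 37 C. Thallium flux was read with FluxOr dye. Rate constants were normalized to DMSO controls.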
S-ASM inh: blocks human secretory acid sphingomyelinase; P17405; placental ASM, HMU-PC fluorogenic substrate, 60 min; Potency, µM (highest dose often 57.5 µM), inactives show top-dose activity change, negative = inhibition, actives largely listed as inhibitors; actives 0.006% (n = 340,000); AID 504937; further: potency means the concentration at half of the fitted maximal effect
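Fluorescence read-out (Ex 386 nm, Em 447 nm) after stopping the reaction at pH 10. Enzyme: ASM from human placenta; substrate HMU-PC0, 9 uM final; 60 min, 37 °C. Compound preincubation 10 min, ambient temperature.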
MBNL1 CUG block: blocks human MBNL1 binding to CUG repeat RNA; Q9NR56; TR-FRET MBNL1-His/biotin-(CUG)12 binding, 665/545 ratio; Potency, µM (doses to about 57.5 µM), for the others: top-dose activity change, negative = inhibition, actives largely listed as inhibitors; actives 0.036% (n = 280,000); AID 2675; active means well fitted inhibition curve with a large enough effect in the signal ratio, with a control signal flat, not every such curve was filed as active; inconclusive means small, poorly fitted or top-dose-only effect, or effect the other way, or a change in a side signal; inactive means no such curve, though single readings can be large or run the other way; the % refers to the signal ratio; further: potency means the concentration at half of the fitted maximal effect; on the % scale 0 is the no-effect control and ±100 the full control effect
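Compound titration spanned 92 nM–58 uM against the MBNL1-His/biotin-(CUG)12 complex. After 60 min at room temperature with 5 nM streptavidin-XL665 and 0.055 ng/ul terbium anti-His, ratiometric 665/545 nm emission (Ex 340 nm) normalized to controls.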
Eya2 inh: blocks the phosphatase activity of human Eya2 | recombinant Eya2, OMFP fluorescence dephosphorylation (OMFP is methylfluorescein phosphate) | Potency, µM (series often up to 76.9 µM), for inactives: top-dose activity, negative = inhibition, hits mostly inhibitors | actives 0.006% (n = 330,000) | AID 488837; further: potency means the concentration at half of the fitted maximal effect; on the % scale 0 is the no-effect control and ±100 the full control effect
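Eya2 protein (added as 0.2 uM solution) was preincubated with compound for 10 min at ambient temperature in 50 mM HEPES pH 7.5, 50 mM NaCl, 5 uM MgCl2, 0.05% BSA, 1 mM DTT. OMFP (added at 50 uM) then reacted 10 min; fluorescence read at 485/525 nm.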
PKM2 activator: PKM2 (human) enzyme activation | purified PKM2, Kinase-Glo ATP luminescence, activation; response scale: 0% is enzyme alone, no compound | Potency, µM (titrated, usually from 57.5 µM), inactives show at the highest dose activation, usual class: activators | actives 0.34% (n = 260,000) | AID 1631; further: potency means the concentration at half of the fitted maximal effect; on the % scale 0 is the no-effect control and ±100 the full control effect; nearly all actives have a fitted effect of over 55% in size
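Kinase-Glo luminescence reports ATP generated from ADP (0.1 mM) and PEP (0.5 mM) by purified hPK-M2 after 1 h at room temperature, pH 7.2 imidazole buffer; intermediate enzyme activity allows detecting inhibitors and activators.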
An asterisk follows results filed as active; u = inconclusive; x = no result given; [ ] = another dose, or the depositor's remark. Unless noted, the call rests on the fitted dose curve; in most records, active means well fitted curve in the direction sought with a large enough effect; inconclusive means small, poorly fitted or top-dose-only effect, or another doubt; inactive means no such curve, though single readings can be large; an effect the other way counts as inactive or inconclusive. A portion of the library. The share of hits here may be higher or lower than overall.

SMILES	TSHR antagonist	USP2a block	Chronic BCR inh	GALK inh	Mito fusion act	Menin-MLL TR inh	hERG WT inh	S-ASM inh	MBNL1 CUG block	Eya2 inh	PKM2 activator
CSc1ccccc1C(=O)OCC(=O)Nc1cccnc1Cl	-6	0%	u	x	x	x	4	5%	x	3%	x
O=C(/C=C/c1ccccc1Cl)N(Cc1cccs1)C1CCS(=O)(=O)C1 (stereo unspecified)	-5	-4%	-9%	3%	9%	x	-14	-6%	2%	3%	1%
N#C/C(=C/c1ccc(F)cc1)c1nnc(NC(=O)c2ccccc2)s1	-8	-6%	u	5%	16%	x	3	60%[activator]	4%	-1%	-3%
COC(=O)[C@]1(Cc2ccccc2)N[C@H](CN(C)S(=O)(=O)c2ccc(OC(F)(F)F)cc2)[C@@H]2C(=O)N(Cc3ccccc3)C(=O)[C@@H]21	-5	-1%	1%	x	x	x	-14	2%	x	1%	x
COc1ccc(S(=O)(=O)N2CCC(NC(=O)c3ccccc3)CC2)cc1	2	-1%	0%	x	-6%	u	7	0%	-3%	6%	x
Cc1nn(-c2ccccc2)c(Cl)c1/C=N\NC(=O)c1cnccn1	-4	3%	1%	x	0%	3%	15	3%	0%	14%	22%
CCN(CC(=O)NC(C)(C)C)C(=O)COc1c(Cl)cc(Cl)c2ccc(C)nc12	-3	2%	u	-5%	9%	x	-17	0%	x	1%	-1%
O=C(NNc1ncnc2c1cnn2-c1ccccc1)c1ccco1	13	1%	u	1%	-3%	10%	-26	-1%	-3%	13%	3%
S=C(NCCc1c[nH]c2ccccc12)NC1CCCCC1	-14	0%	u	0%	16%	u	-35	-2%	-9%	10%	-1%
COc1ccc(-n2nc(C(=O)N3CCN(Cc4ccc5c(c4)OCO5)CC3)c3ccccc3c2=O)cc1	24	3%	u	-3%	1%	u	-31	0%	4%	-8%	0%
Cc1ccc(NS(=O)(=O)c2cc(C(=O)N3CCN(C)CC3)ccc2C)cc1C	-8	0%	2%	3%	10%	-6%	-4	0%	-2%	4%	0%
O=C(COc1ccc2ccccc2c1)N1CCN(C(=O)c2cccs2)CC1	-2	-1%	-8%	1%	0%	-4%	6	-1%	-6%	-5%	1%
CC(=O)Nc1ccc(-c2cn3c(n2)SCC3)cc1	-1	7%	1%	1%	-10%	-2%	0	0%	-6%	3%	x
COc1ccc(C2C(C(=O)NCCCN3CCOCC3)c3ccccc3C(=O)N2c2ccc(OC)cc2)cc1 (stereo unspecified)	1	2%	4%	11%	6%	-14%	11	-2%	-3%	5%	x
O=C(NC1(Cc2ccccc2)CCN(CCc2cccs2)C1=O)c1ccccc1 (stereo unspecified)	-9	0%	-3%	x	27%	x	7	0%	x	-5%	x
CCN(CC)S(=O)(=O)c1ccc2c(c1)C(=NO)c1cc(S(=O)(=O)N(CC)CC)ccc1-2	-40	0%	22%	-2%	-2%	17%	-2	11%	5%	2%	-2%
Cc1nc(N)[nH]c(=O)c1Oc1cccc(C(F)(F)F)c1	13	1%	1%	x	-4%	x	-3	-3%	2%	-20%	-23%
Cc1cc(C)cc(OCc2nnc(SCC(=O)OC(C)C)o2)c1	-4	0%	u	1%	-3%	x	-19	0%	-11%	-34%	-22%
COC(CN(C)S(=O)(=O)c1cc2c3c(c1)CCN3C(=O)CC2)OC	-4	-2%	-3%	1%	9%	13%	4	3%	9%	5%	x
COc1ccc(NS(=O)(=O)c2cccs2)cc1S(=O)(=O)N1CCOCC1	-2	-1%	-4%	-2%	0%	-6%	4	-1%	-7%	9%	-8%
CCCc1cc(=O)oc2c(C)c(OCC(=O)Nc3ccccn3)ccc12	-2	1%	-4%	7%	0%	x	1	7%	5%	-16%	x
N=C1S/C(=C\c2ccc(-c3cccc(Cl)c3)o2)C(=O)N1c1nccs1	15	0%	u	1%	9%	u	-3	-12%	u	-21%	u
OCC[C@@H]1C[C@@H](O)[C@H](O)[C@@]2(Cc3ccccc3O2)O1	31	1%	9%	x	0%	16%	-10	2%	1%	7%	-1%
Cc1ccc(C(=O)Oc2oc(-c3ccco3)nc2C=Nc2ccccc2)cc1	20	0%	u	0%	-1%	4%	x	x	13%	-14%	-32%
COc1ccc(CN2C3CCCC2CC(NC(=O)Nc2ccccc2)C3)cc1 (stereo unspecified)	-8	0%	0%	-2%	0%	0%	-36	-1%	-5%	-19%	-5%
(listing goes on)
SMILES	TSHR antagonist	USP2a block	Chronic BCR inh	GALK inh	Mito fusion act	Menin-MLL TR inh	hERG WT inh	S-ASM inh	MBNL1 CUG block	Eya2 inh	PKM2 activator
COc1ccccc1CCC(=O)N1CCN(S(=O)(=O)c2cc(C(F)(F)F)ccc2Cl)CC1	12	-3%	-3%	x	8%	x	16	0%	x	-26%	x
Cc1cccc(C)c1-n1c(SCC(=O)N2CC(=O)Nc3ccccc32)nc2ccccc2c1=O	-6	2%	-71%	1%	1%	8%	-1	-1%	-6%	-3%	-2%
CC(C)c1ccccc1NC(=O)CCCC(=O)O	2	4%	6%	-3%	-4%	0%	10	1%	-7%	5%	-3%
C/C(=N/N=C1\SCC(=O)N1c1ccccc1)c1ccc(C)cc1	26	-4%	1%	0%	-3%	x	5	-1%	x	8%	-10%
CCc1c(C)c2ccc(OCC(=O)NCC3CCC(C(=O)O)CC3)cc2oc1=O (stereo unspecified)	-12	-1%	8%	x	0%	66%[activator]	-9	4%	0%	-12%	-2%
Cc1cccc(-c2nsc(SCC(=O)NCc3ccco3)n2)c1	-8	0%	4%	-2%	9%	13%	-5	-4%	-5%	2%	-1%
Cc1ccc(Cc2cc(C)n[nH]c2=O)cc1	-7	-2%	-6%	-1%	0%	x	-7	1%	-3%	16%	3%
Cn1nc(C(F)(F)F)c(/C=N/OC(=O)c2ccccc2)c1Cl	-13	0%	-24%	1%	2%	x	-6	-2%	-3%	-5%	1%
COc1ccc(Nc2cc(C(=O)NCc3cccnc3)c3ccccc3n2)c(OC)c1	3	5%	u	-1%	-3%	u	x	x	1%	-3%	-6%
COc1cccc2[nH]c3c(=O)n(CCCN4CCOCC4)cnc3c12	0	1%	u	-1%	2%	x	-2	9%	4%	8%	-3%
O=C(Nc1ccccc1N1CCN(C(=O)c2ccc(Cl)cc2)CC1)c1cc2ccccc2o1	-12	4%	-18%	1%	u	9%	6	-8%	-5%	-33%	-2%
C=CCC[C@@H](Cc1ccc(F)cc1)C(=O)OC[C@@H](NC(=O)[C@@H](CC=C)CC(=O)N[C@H](CO)Cc1ccccc1)C(C)(C)C	-33	-6%	u	x	x	x	-4	-5%	x	2%	x
CC(C)c1ccc(C2C3=C(CC(C)(C)CC3=O)NC3=C2C(=O)c2ccccc23)cc1 (stereo unspecified)	-6	0%	2%	1%	4%	u	-6	-28%	u	-30%	3%
COCCCNC(=O)c1ccc(Cn2c(=O)c3ccccc3n(Cc3ccccc3C#N)c2=O)cc1	-2	6%	u	0%	0%	1%	-2	1%	-13%	-16%	10%
CN(Cc1cccs1)C(=O)CCc1c[nH]c2ccccc12	2	10%	-5%	-2%	0%	1%	-6	1%	-6%	12%	1%
CC(C)[C@H](NC(=O)C1CC(=O)N(c2ccc3c(c2)OCCO3)C1)C(=O)NC1CCCC1 (stereo partly specified)	-7	1%	-12%	-4%	-3%	0%	-4	1%	1%	4%	x
CCC(=O)N(Cc1ccc(S(N)(=O)=O)cc1)C1CC(=O)N(c2ccc(OC)cc2)C1=O (stereo unspecified)	1	2%	-3%	0%	-17%	15%	2	3%	-2%	3%	-1%
CCOc1ccc2[nH]c(=O)c(CN(Cc3ccco3)C(CC)c3nnnn3Cc3ccccc3)cc2c1 (stereo unspecified)	-12	-10%	u	0%	-7%	u	4	4%	6%	-6%	-6%
O=C(c1ccc(Br)o1)N1N=C(c2ccc(Cl)cc2)CC1c1ccco1 (stereo unspecified)	8	-1%	u	2%	10%	x	10	-12%	103%[activator]	3%	-3%
COc1ccc(C(=O)NCCS(=O)(=O)NCc2cccs2)cc1	2	0%	5%	x	-2%	x	2	0%	x	-10%	x

Screening results: PubChem BioAssay, National Center for Advancing Translational Sciences (NCATS)
